# PRMT1 FP inh – PRMT1 (human) inhibition, primary screen; Q99873; recombinant PRMT1, activity-based probe fluorescence polarization; inhibition, % at 2.79 µM; 370,000 compounds, 1.3% hits; AID 652257;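 active = inhibition above about 21% made by adding two undisclosed values, limit read from the data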
# UHRF1 MBD2 ctr – human UHRF1 methylated DNA binding inhibitors; Q96T88; UHRF1 binding to methylated oligo, TR-FRET; inhibition, % at 4.4 µM; 370,000 compounds, 0.75% hits; in the data active = inhibition above about 21%;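 note: UHRF1 SRA domain binding a hemimethylated CpG hairpin DNA probe; 0% = median of test compound wells and 100% = reference inhibitor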
# TCR-CD3 inh – inhibitors of human TCR-CD3 interaction; TAMRA-labeled TCR probe fluorescence, biochemical; inhibition, % at 9.4 µM; 360,000 compounds, 0.37% hits; AID 651800; in the data active = inhibition above about 19%;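 note: recombinant mutant TCR 2C K166C tagged with TAMRA read by polarization; 0% = receptor in buffer alone and 100% = receptor with positive control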
# SIAE primary – human SIAE inhibition, primary screen. Q9HAT2. SIAE FP-Rh probe binding, fluorescence polarization. inhibition, % at 9.66 µM. 370,000 compounds, 0.69% hits. AID 1053197;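 active = inhibition above a cutoff: mean of compounds within the control limits plus 3 SD of those, cut at about 17% in these data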;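 note: 0% = plate median of compound wells and 100% = probe without SIAE protein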
# Target sequence (Q9HAT2 whole entry, looked up): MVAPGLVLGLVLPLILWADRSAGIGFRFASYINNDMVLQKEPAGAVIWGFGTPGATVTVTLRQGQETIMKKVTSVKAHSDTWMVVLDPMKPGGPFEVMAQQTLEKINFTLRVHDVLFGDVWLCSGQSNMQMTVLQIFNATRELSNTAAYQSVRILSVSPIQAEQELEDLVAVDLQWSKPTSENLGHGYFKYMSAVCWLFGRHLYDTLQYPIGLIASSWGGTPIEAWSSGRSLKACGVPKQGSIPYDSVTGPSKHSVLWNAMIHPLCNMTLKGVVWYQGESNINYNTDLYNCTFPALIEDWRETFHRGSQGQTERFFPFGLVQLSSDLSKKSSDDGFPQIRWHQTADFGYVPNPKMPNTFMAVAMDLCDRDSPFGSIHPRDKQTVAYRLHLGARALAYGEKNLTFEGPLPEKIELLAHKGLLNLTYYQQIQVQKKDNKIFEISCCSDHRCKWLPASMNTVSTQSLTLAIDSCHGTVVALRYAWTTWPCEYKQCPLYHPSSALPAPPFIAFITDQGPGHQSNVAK
# mABHD4 FP – ABHD4 (mouse) inhibition, primary FP screen | 370,000 compounds, 0.54% hits | AID 720543 | inhibition, % at 8.92 µM | purified mABHD4, FP-Rh probe fluorescence polarization;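 active = inhibition exceeding the mean over every tested compound plus 3 SD, cut at about 30% in these data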;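 note: 0% = plate median of compound wells and 100% = S159A mutant with DMSO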
#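 Assay system: mABHD4 protein; medium: HEPES pH 7.0, NaCl, Pluronic buffer; dosing: 8.92 µM, single dose; schedule: 45 min + 60 min at 25 °C; signal: FP readout, ex 525 nm / em 598 nm; read-out: normalized percent inhibition of probe labeling; repeats: single replicate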
# GC-A act – GC-A (human) enzyme activation | P16066 | HEK293 GC-A cells, cGMP TR-FRET, EC30 ANP; 0% at EC30 ANP, 100% saturating ANP | activation, % at 10 µM | 370,000 compounds, 0.14% hits; in the data active = activation above about 40%
# rCAG RNA binder – r(CAG) repeat RNA binding; TO-PRO-1 dye displacement fluorescence; inhibition, % at 3 µM; 370,000 compounds, 1.3% hits; AID 651821;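 active = inhibition above the plate cutoff, the mean of all test compounds on that plate plus 3 SD, cut at about 35% in these data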;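 note: 0% = DMSO alone and 100% = 100 µM mitoxantrone as full dye displacement; higher means more dye released from RNA so lower well fluorescence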
# MBD2 inh – blocks human MBD2 binding to methylated DNA; Q9UBB5; TR-FRET, MBD2 binding to methylated oligonucleotide; inhibition, % at 4.4 µM; 370,000 compounds, 0.31% hits; in the data active = inhibition above about 13%
# Target sequence (Q9UBB5 whole entry, looked up): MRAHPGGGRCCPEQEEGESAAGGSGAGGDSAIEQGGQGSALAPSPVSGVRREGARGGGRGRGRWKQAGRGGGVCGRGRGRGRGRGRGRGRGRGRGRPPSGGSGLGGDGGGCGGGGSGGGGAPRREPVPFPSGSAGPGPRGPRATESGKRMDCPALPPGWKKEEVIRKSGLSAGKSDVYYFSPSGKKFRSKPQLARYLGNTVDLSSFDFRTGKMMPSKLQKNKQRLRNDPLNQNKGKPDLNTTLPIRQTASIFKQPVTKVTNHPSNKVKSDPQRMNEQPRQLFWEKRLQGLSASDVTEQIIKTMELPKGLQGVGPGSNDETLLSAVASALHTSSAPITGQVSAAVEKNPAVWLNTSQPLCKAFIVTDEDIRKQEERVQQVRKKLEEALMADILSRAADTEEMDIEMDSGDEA
# HTRA1 inhibitor – inhibitors of human serine peptidase HTRA1; Q92743; recombinant HTRA1, FP-rhodamine activity-based probe, fluorescence polarization; inhibition, % at 5.96 µM; 340,000 compounds, 0.5% hits; AID 504803; in the data active = inhibition above about 36%;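 note: 0% = enzyme with DMSO and 100% = wells lacking enzyme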
# GC-B act – GC-B (human) receptor activation; HEK293-GC-B cells, CNP EC30, cGMP TR-FRET; 0% at EC30 CNP, 100% saturating CNP; AID 1920062; P20594; activation, % at 10 µM; 370,000 compounds, 0.11% hits;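 active = activation at 10 µM reaching about 35% in either raw or pattern-adjusted values, limit read from the data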
# * hit, by the source's call; x = not tested or not shown. These rows are one share of the data; count on the stated rates, not on these rows.
SMILES,PRMT1 FP inh,UHRF1 MBD2 ctr,TCR-CD3 inh,SIAE primary,mABHD4 FP,GC-A act,rCAG RNA binder,MBD2 inh,HTRA1 inhibitor,GC-B act
COc1ccc(CN(C)C(=O)[C@H]2O[C@@H](n3ccc(N)nc3=O)[C@H](O)[C@@H]2O)cc1OC,4.2,0.3,-3.8,9.6,0.4,-2.7,0.2,0.1,x,4.8
COc1ccc(CC(=O)Nc2ccc(-c3cn4ccccc4n3)cc2)cc1OC,0.5,4.3,4.2,2.6,-4.6,-4.2,6.8,1.1,-7.3,10.2
O=C(CCc1nnc(CCCc2ccccc2)o1)NCCCC1CCCC1,-2.8,-0.4,2.2,-3.5,3.4,-4.0,-10.7,2.8,-10.3,-3.1
CCCCn1c(=O)nc2n(-c3ccc(C)cc3)c3ccccc3cc-2c1=O,1.5,-2.1,2.6,5.6,-12.7,6.2,3.8,2.6,-6.8,-6.0
O=C(COc1ccc2ccccc2c1)Nc1cccc2cccnc12,1.3,-3.6,3.6,-13.5,-29.6,5.8,7.5,-2.2,-52.9,-0.8
CCOC(=O)C1=C(C)N=C2SC(C)C(=O)N2C1c1ccc(OCC)c(OCC)c1 (stereo not given),6.3,5.8,2.2,-1.7,-14.7,-4.5,5.7,2.7,-11.4,-10.0
O=C(O)c1cccc(S(=O)(=O)N2CCCC(c3nc4c(nnn4Cc4ccc(F)cc4)c(=O)[nH]3)C2)c1 (stereo not given),4.4,1.1,-4.1,-1.5,3.7,15.6,21.4,0.9,-4.5,14.0
CCCC(CCC)C(=O)Nc1ccc2c(c1)N(C(=O)CCN1CCN(C)CC1)c1ccccc1CC2,0.4,-1.3,-1.1,-3.3,-2.0,-4.2,-8.3,-1.6,8.7,2.6
Cc1cccc(C)c1NC(=O)CSc1nnc(NC(=O)CN2CCOCC2)s1,0.3,2.8,-0.9,-2.6,10.2,0.8,5.2,-3.3,3.2,1.2
CC1(C)CC(=O)C2=C(C1)OC(c1ccncc1)C(C#N)=C2N (stereo not given),-1.0,3.6,0.5,-3.7,3.6,4.0,0.7,-3.7,3.2,1.3
CCN1C(=O)CC(N2CCN(c3ccc(C(=O)c4ccncc4)cc3)CC2)C1=O (stereo not given),-2.9,1.1,4.4,-2.6,3.9,0.1,-7.5,-2.4,5.4,1.3
CC(C)CNC(=O)CC(c1ccccc1)c1ccccc1,-2.7,0.2,4.1,7.0,-2.3,-6.7,-1.4,2.6,-8.2,-4.1
O=C(c1ccco1)N1CCN(Cc2cc(=O)c(OCc3ccc(F)cc3)co2)CC1,0.4,8.3,-11.3,4.2,-0.3,3.2,-5.9,9.1,3.2,4.3
CC(C)(C)OC(=O)N1CCN(C(=O)c2[nH]cnc2C(=O)N[C@@H](Cc2ccccc2)C(=O)OCc2ccccc2)CC1,-1.0,-2.6,2.4,1.6,-7.7,-0.3,-2.8,2.7,-13.8,-1.2
Cn1nc(C(C)(C)C)cc1C(=O)N1CCCC(c2cc(C(=O)Nc3ccccc3Cl)no2)C1 (stereo not given),4.4,1.8,-7.6,0.9,-0.6,2.4,2.2,0.8,x,1.6
Cc1cc(C(F)(F)F)n2nc(C)c(-c3ccc(Cl)cc3)c2n1,-3.5,-1.1,8.5,3.1,-2.6,11.8,-0.3,-6.3,-8.7,7.8
N#C/C(=C(/O)CSc1ncn[nH]1)c1nc2ccccc2[nH]1,-0.2,-0.8,2.9,2.9,9.5,-0.4,17.2,-0.3,5.7,-4.5
O=C(CCc1ccccc1)NCc1ccc2c(c1)OCO2,1.5,1.1,6.8,6.6,-2.1,2.6,1.0,0.5,2.5,1.0
CNC(=O)NC(=O)C(NC1CCCc2ccccc21)c1ccccc1 (stereo not given),-2.4,0.2,0.4,8.2,-8.6,-5.7,-3.0,-4.4,-6.8,-3.1
CCc1ccc(C2C(C#N)=C(N)N(N(C)C)C3=C2C(=O)CCC3)s1 (stereo not given),-2.6,-4.9,5.4,1.5,-2.3,4.0,2.0,-6.5,10.4,1.1
C/C(Cc1ccccc1)=N\NC(=O)CNC(=O)Cc1ccc(Cl)cc1,0.0,-1.0,5.4,-4.9,-2.7,-0.3,0.7,-1.6,-2.7,-1.1
O=C(/C=C/NNC(=O)c1cccc(Br)c1)c1ccccc1,3.6,1.1,-6.2,-8.4,3.5,-6.3,13.0,-4.6,-39.4,-5.9
CN(C(=O)c1ccccn1)C1(C(=O)NC2CCCCC2)CCCCC1,0.4,-0.3,-3.3,0.1,2.9,-7.2,-2.9,7.9,7.5,3.4
CCCN(C(=O)C1CCCN(c2ncnc3c2nc2n3CCCCC2)C1)c1ccc(F)cc1 (stereo not given),-0.7,1.4,8.1,-1.4,-5.1,-25.1,-5.6,-2.8,2.1,-11.7
Cc1cccc(OC(C)C(=O)Nc2cc(Cl)ccc2-n2cncn2)c1 (stereo not given),-4.1,2.2,2.2,-0.8,-7.8,-3.5,-1.7,3.6,-3.1,-6.5
CCN(CC)c1ccc(/C=N/NC(=O)c2cnccn2)cc1,0.6,4.9,4.6,3.6,2.5,-9.8,-5.8,-2.2,-1.2,-5.9
CC1Cc2ccccc2N1S(=O)(=O)c1cccc(C(=O)NCCCO)c1 (stereo not given),-3.0,-1.7,-4.1,-6.9,-0.5,-2.2,1.7,-0.6,1.0,-2.7
C=CCN1C(=O)C(O)(CC(=O)c2ccco2)c2cc(Br)ccc21 (stereo not given),-2.3,-0.1,0.3,-2.8,-3.3,-3.0,2.0,0.6,0.4,-7.6
O=C(O)C1C2C=CC(C2)C1C(=O)NCc1ccoc1 (stereo not given),0.9,-3.1,4.0,4.9,-12.1,4.8,4.9,-0.6,5.6,0.7
COc1ccc(C(=O)N2CCN(c3ccc(C(C)=O)cc3F)CC2)cc1S(=O)(=O)NC1CC1,2.0,0.3,-8.8,-1.9,5.5,-1.0,0.6,4.1,1.0,-3.3

# Whole records, quoted from the list. Order of screens: PRMT1 FP inh | UHRF1 MBD2 ctr | TCR-CD3 inh | SIAE primary | mABHD4 FP | GC-A act | rCAG RNA binder | MBD2 inh | HTRA1 inhibitor | GC-B act
# Profile of N#C/C(=C(/O)CSc1ncn[nH]1)c1nc2ccccc2[nH]1 : -0.2 | -0.8 | 2.9 | 2.9 | 9.5 | -0.4 | 17.2 | -0.3 | 5.7 | -4.5
# Profile of CCN(CC)c1ccc(/C=N/NC(=O)c2cnccn2)cc1 : 0.6 | 4.9 | 4.6 | 3.6 | 2.5 | -9.8 | -5.8 | -2.2 | -1.2 | -5.9
# Profile of O=C(CCc1ccccc1)NCc1ccc2c(c1)OCO2 : 1.5 | 1.1 | 6.8 | 6.6 | -2.1 | 2.6 | 1.0 | 0.5 | 2.5 | 1.0
# Profile of Cc1cc(C(F)(F)F)n2nc(C)c(-c3ccc(Cl)cc3)c2n1 : -3.5 | -1.1 | 8.5 | 3.1 | -2.6 | 11.8 | -0.3 | -6.3 | -8.7 | 7.8

# (listing goes on)
SMILES,PRMT1 FP inh,UHRF1 MBD2 ctr,TCR-CD3 inh,SIAE primary,mABHD4 FP,GC-A act,rCAG RNA binder,MBD2 inh,HTRA1 inhibitor,GC-B act
CCC1CN(C(=O)N2CCC(C(=O)NCc3ccc(C)o3)CC2)c2ccccc2O1 (stereo not given),4.2,2.6,-4.2,3.2,-0.8,2.8,-7.1,2.4,4.3,2.6
CCCS(=O)(=O)NC(=O)C1(C)CCN(C(=O)c2snnc2C)C1 (stereo not given),-1.3,-1.3,-0.2,2.4,4.2,-1.4,2.8,-2.6,x,2.2
CC(c1ccccc1)C1NC(C(=O)O)CS1 (stereo not given),1.8,1.4,0.8,-2.1,-0.7,3.5,3.4,0.1,6.0,5.2
CCNc1nc(NC(C)C)nc(N2CC(=O)N(CC(=O)OCC)C2=N)n1,-2.0,0.0,2.4,6.4,-4.4,1.9,-4.4,0.5,1.5,3.9
O=C(NCc1ccc2c(c1)OCO2)C1CC(=O)N(C2CCCCCC2)C1 (stereo not given),-1.3,6.9,-6.8,4.7,5.3,2.9,-6.0,1.4,4.0,2.4
COc1ccccc1NS(=O)(=O)c1cccc(C(=O)NCC(c2ccco2)N(C)C)c1 (stereo not given),-3.9,-1.1,2.0,2.1,-3.1,3.1,-6.6,2.1,3.2,3.1
Cc1cc(Br)ccc1NC(=O)CN1C(=O)C2C3CC(c4ccccc4)C(C3)C2C1=O (stereo not given),-0.3,-0.7,5.5,-5.0,-17.5,0.4,0.4,3.2,-39.9,-6.0
COc1ccc(C(=O)NC(=S)Nc2ccc(N3CCOCC3)cc2)cc1Cl,-3.9,-0.3,-1.9,3.3,3.0,1.4,4.5,-0.4,-1.6,-0.8
CCN(CC)C(=O)c1cccc(NC(=O)c2ccc3c(=O)n4c(nc3c2)CCC4)c1,0.2,-0.3,3.0,-14.9,-8.0,0.3,-0.3,-0.5,-14.2,-0.1
O=C1CN(S(=O)(=O)c2ccc(Cl)cc2)c2ccccc2N1,-1.1,-1.7,5.0,-4.6,-2.3,1.2,-3.3,-0.9,-5.7,0.8
O=C(OCC#CCSc1nnc(-c2ccccc2Cl)o1)c1ccc(F)cc1,-2.8,-1.3,x,16.4,-10.6,-0.3,x,0.7,x,-2.6
CCOC(=O)CSc1nnc(-c2ccccc2)c(=O)[nH]1,-1.9,-0.1,-2.0,-1.2,1.5,1.0,0.4,-2.2,0.2,1.7
NC(=O)CN1CCN(C(=O)NC2CCCCC2)CC1,-3.7,-1.8,-7.0,4.1,0.3,-0.4,0.8,3.9,9.8,-3.1
CCOC(=O)c1c(C)[nH]c(C(=O)NNC(=O)c2ccccc2F)c1C,-2.4,0.7,6.4,3.8,-0.7,-0.9,7.7,1.2,0.0,2.7
CCOc1ccccc1N(CC(=O)N1CCCC1)S(C)(=O)=O,1.3,-1.5,-7.9,5.3,-6.4,-2.9,0.1,-0.5,-3.7,3.9
CSc1ccc(C(=O)C2CCCN(C(=O)c3nn(C)c(=O)c4ccccc34)C2)cc1 (stereo not given),-0.7,8.8,-3.6,-4.1,-5.7,-2.2,-6.8,-1.0,-4.0,-3.2
O=C(CSCCO)Nc1ccccc1,-0.1,-2.0,6.9,4.6,0.6,-0.1,1.9,2.3,-5.0,4.9
Cc1cc(-c2ccc(C)c(S(=O)(=O)NCc3cccc(Br)c3)c2)on1,2.4,0.5,-5.4,-16.4,-21.8,-11.0,3.0,0.4,-52.9,-8.1
CCOCCc1nnc(NC(=O)Cc2ccc(Br)cc2)s1,3.4,3.4,-5.3,0.0,-10.0,-0.3,-5.2,6.7,-2.3,-5.7
COc1cccc(NC(=O)C(=O)NCCCN2CCCC2=O)c1,-0.1,0.6,3.0,-4.2,3.1,2.0,6.0,-4.1,0.9,4.7
CC(C)N(C)S(=O)(=O)c1ccc(Cl)c(C(=O)O)c1,0.6,-1.5,-9.1,8.0,-0.6,-1.6,-1.4,-6.2,2.9,6.6
CC(C)c1ccc(-c2nc(N3CCCCC3)[nH]c(=O)c2C#N)cc1,1.1,-0.4,8.3,3.2,10.4,-2.4,2.6,-0.6,-4.5,-1.7
CC(=O)C1=C(O)C(=O)N(CCc2c[nH]c3ccccc23)C1c1cccc(O)c1 (stereo not given),1.4,-5.5,6.3,6.4,3.8,5.0,7.3,-4.7,-4.1,3.5
Cc1ccc(C(=O)C2CCN(CC(=O)NC(C)C)CC2)cc1,2.9,6.2,x,2.9,7.8,2.9,-1.5,-2.2,x,0.2
Oc1ccccc1N1CCN(c2nnnn2-c2ccccc2)CC1,2.2,-1.9,-1.6,5.2,0.0,-5.4,2.4,2.4,1.9,-3.7

# Part of the list above, limited to GC-B act and TCR-CD3 inh:
SMILES	GC-B act	TCR-CD3 inh
O=C(CSCCO)Nc1ccccc1	4.9	6.9
Cc1cc(-c2ccc(C)c(S(=O)(=O)NCc3cccc(Br)c3)c2)on1	-8.1	-5.4
